Source: PubChem
S3 lipid droplet: qHTS Assay for Lipid Storage Modulators in Drosophila S3 Cells; Drosophila S3 cells, BODIPY lipid droplet fluorescence, 18-24 h; cells fed with added oleic acid; Potency in µM for hits, for the others lipid storage change, negative = inhibition, % at the top dose, mostly 46.1 µM; 0.64% of 320,000 active; AID 2685, 2010; active means well fitted inhibition curve with a large enough effect in the signal ratio, with a control signal flat, not every such curve was filed as active; inconclusive means small, poorly fitted or top-dose-only effect, or effect the other way, or a change in a side signal; the % refers to the signal ratio
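Laser-scanning cytometry quantifies lipid droplet accumulation (500–530 nm total intensity; droplet/cell object ratio) in oleic acid-fed (400 uM added) Drosophila S3 cells treated with a concentration series. 20 uM Triacsin C defined 100% inhibition.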
S3 lipid droplet cell count max: second read-out of S3 lipid droplet, no call of its own (marks repeat the call); cell number change, %; measured here: cell count max response;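 cells counted by Cell Tracker Red CMTPX staining in the red channel; peak over a dose series mostly up to 46.1 µM; percent activity relative to internal control wells on each plate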
* marks the source's active call; other numbers are inactive results; i = inactive; ? = inconclusive; / = not tested or not shown; [ ] = dose if it differs, or a comment. On the % scale 0 is the no-effect control and ±100 the full control effect; potency means the concentration at half of the fitted maximal effect. Only part of the results is shown; count on the stated rates, not on these rows.

Compound	S3 lipid droplet	S3 lipid droplet cell count max
Cc1ccccc1C1c2[nH]c3ccccc3c2C[C@H]2C(=O)N(c3ccccc3C(=O)NCCCN3CCOCC3)C(=O)N12 (stereo not given in full)	i	-1
CCOc1ccc(N2C(=O)C(c3ccccc3)=C(c3nc4ccccc4s3)C2NC(C)=O)cc1 (stereo not given)	?	/
COc1ccc(NC(=O)NCc2cccnc2)cc1	i	19
CCCc1nc2c(nnn2Cc2ccccc2F)c(=O)[nH]1	?	/
COc1cccc(-n2nnc3c(=O)n(Cc4ccc(C)cc4)cnc32)c1	?	/
CCNC(=S)Nc1ccc(OCC)cc1	10%	-2
COc1cc2c(cc1OC)CN(C(=O)CN1CCN(S(=O)(=O)c3ccccc3)CC1)CC2	10%	-2
CC1=Nc2cc([N+](=O)[O-])ccc2NC(C)(C)C1	4%[9.22 µM]	13

The closing 2 compounds of the part before are carried over, then new ones follow:
Compound	S3 lipid droplet	S3 lipid droplet cell count max
COc1cc2c(cc1OC)CN(C(=O)CN1CCN(S(=O)(=O)c3ccccc3)CC1)CC2	10%	-2
CC1=Nc2cc([N+](=O)[O-])ccc2NC(C)(C)C1	4%[9.22 µM]	13
CCN(CC)Cc1nc2c(c(=O)[nH]1)C1(CCCC1)Cc1ccccc1-2	?	/
COC(=O)Cn1c2nc3ccccc3nc2c2cccc(C)c21	?	/
CCn1c(COc2cccc(OC)c2)nnc1SCC(=O)NC1CCCC1	?	/
O=C(O)C1=C[C@H](c2coc3ccccc3c2=O)C[C@H](OCCCCO)O1	2%	0
COc1cccc(/C=C2\SC(=S)N(CCCC(=O)Nc3cc(C)on3)C2=O)c1	3%	-9
CCOC(CNc1c([N+](=O)[O-])c(=O)n(C)c(=O)n1C)OCC	?	/
C=CCNc1nc(Nc2ccc([N+](=O)[O-])cc2)nc(OCC)n1	?	/
O=c1c2ccccc2nnn1CSc1nnc(-c2cccs2)n1Cc1ccccc1	?	/

(list continues)
Compound	S3 lipid droplet	S3 lipid droplet cell count max
Cc1ccc(C(=O)NCC(=O)N/N=C/c2cccs2)cc1C	-3%	/
C=CCN(C(=O)C1=NN(C2CCS(=O)(=O)C2)C(=O)CC1)c1nc(-c2ccc([N+](=O)[O-])cc2)cs1 (stereo not given)	0%[9.22 µM]	-2
N#CC(C#N)=C1C=CC=CN1/C(=C\c1ccco1)C(=O)c1ccc(Cl)cc1	?	/
CCCCNS(=O)(=O)c1ccc2nc(-c3cccnc3)cc(C(=O)NC3CCCC3)c2c1	16%	/
Cc1ccc(S(=O)(=O)N(CC(=O)N2CCCCCC2)c2ccccc2F)cc1	?	/
COc1ccc(NC(=O)Cc2ccc(C)cc2)c([N+](=O)[O-])c1	-7%	-21
O=C1CSC(c2cccc([N+](=O)[O-])c2)N1c1c(F)cccc1F (stereo not given)	4%	8
O=C(c1ccccc1[N+](=O)[O-])N1N=C(c2ccccc2)CC1(O)C(F)(F)F (stereo not given)	?	/

Following part:
Compound	S3 lipid droplet	S3 lipid droplet cell count max
CC(C)n1c(SC2C(=O)CC(C)(C)CC2=O)nc2c1c(=O)n(C)c(=O)n2C	?	/
COc1ccc(N(CC(=O)N2CCN(c3ccc(F)cc3)CC2)S(=O)(=O)c2c(C)noc2C)cc1	?	/
O=C(Cc1ccccn1)c1ccc(O)cc1O	9%	15
CCn1nnc(-c2ccccc2NC(=O)c2cccc(-n3cnnn3)c2)n1	14%	-11
CCOC(=O)CCNC(C(=O)OCC)c1ccccc1 (stereo not given)	?	/
O=C(CSCc1ccc(Cl)cc1)N1CCN(Cc2ccc3c(c2)OCO3)CC1	-2%	-26
CCn1cc(C(=O)NCc2ccc3c(c2)OCO3)c(=O)c2cc(F)c(N3CCN(C)CC3)cc21	?	/
COc1cc(NC(=O)C(=O)NCCN(C)C)c(OC)cc1Cl	0%	-13

Next section
Compound	S3 lipid droplet	S3 lipid droplet cell count max
Cc1cc([N+](=O)[O-])cc(/C=N/n2c(C)nc3ccccc3c2=O)c1O	?	/
Cc1cc(C(=O)N/N=C/c2cc(Br)cc(Br)c2OC(=O)c2ccccc2)n[nH]1	5%	10
COc1ccc(C(=O)Nc2ccccc2N2CCCC2)cc1S(=O)(=O)N1CCOCC1	?	/
CC(C)[C@@H](C(=O)N1CCN(Cc2ccc3c(c2)OCO3)CC1)n1nnc2ccccc2c1=O	189%	-12
Cc1ccc(C)c(S(=O)(=O)N2CCN(C(=O)c3cc(-c4cccs4)nn3-c3ccccc3)CC2)c1	7%	/
Cc1ccc(NC2CCCN(C(=O)CN3C(=O)CSC3=O)C2)cc1C (stereo not given)	?	/
CN(CCC#N)C(=O)CSc1nnc(-c2c[nH]c3ccccc23)o1	-2%	-9
O=C(c1ccc(F)cc1Cl)N(c1ccccn1)C1CCCCC1	?	/

Other compounds:
Compound	S3 lipid droplet	S3 lipid droplet cell count max
CCOC(=O)/C(CCC[N+](C)(CC)CC)=N\O	7%	6
Cc1cc(SCC(=O)Nc2cccc(S(=O)(=O)N3CCOCC3)c2)nc2ccccc12	?	/
CN1CCN(S(=O)(=O)c2ccc(=O)[nH]c2)CC1	?	/
O=C(CCl)N(c1ccccc1)c1c[nH]c2ccccc12	?	/
CCOC(=O)c1cnc(-n2nc(C)cc2C)nc1Nc1ccc(O)cc1	2%	18
COC(=O)C1=C(C)N=c2s/c(=C/c3ccoc3)c(=O)n2C1c1ccccc1 (stereo not given)	?	/
C=CCNC(=O)c1onc(CSc2ccc(F)c(F)c2)c1C(=O)O	-12%	0
CC(CCn1cccn1)NC(=O)CCc1nnc(C2CCCCC2)o1 (stereo not given)	-16%	/

Entries of single compounds, looked up by structure. Screens in order: S3 lipid droplet | S3 lipid droplet cell count max
Entry for O=C1CSC(c2cccc([N+](=O)[O-])c2)N1c1c(F)cccc1F (stereo not given) : 4% | 8
Entry for O=C(CSCc1ccc(Cl)cc1)N1CCN(Cc2ccc3c(c2)OCO3)CC1 : -2% | -26
Entry for CC(CCn1cccn1)NC(=O)CCc1nnc(C2CCCCC2)o1 (stereo not given) : -16% | /

(next part)
Compound	S3 lipid droplet	S3 lipid droplet cell count max
CCCOc1ccc(/C=c2\sc3ncnn3c2=O)cc1	-21%	-11
CCCN1Cc2cccc(C(=O)NCCc3ccccc3)c2C1=O	i	3
COC(=O)c1ccc(CSc2nc3sc(C)c(C)c3c(=O)[nH]2)cc1	?	/
COc1ccc(N2Cc3ccccc3C2)cc1Cl	6%	/
CCC(=O)Nc1cc(OC)c(NC(=O)c2ccccc2)cc1OC	?	/
CSCC[C@H](NC(=O)COc1ccc(Cl)cc1)C(=O)N1CCC2(CC1)NCCc1[nH]cnc12	i	/
Cn1cc(C(=O)NC2CCCCC2)c(=O)c2cc(S(=O)(=O)N3CCOCC3)ccc21	i	9
CCOC(=O)c1c(NC(=O)COC(=O)Cc2c[nH]c3ccccc23)sc(C(=O)N(C)C)c1C	i	/

4 consecutive compounds already listed, quoted:
Compound	S3 lipid droplet	S3 lipid droplet cell count max
CCC(=O)Nc1cc(OC)c(NC(=O)c2ccccc2)cc1OC	?	/
CSCC[C@H](NC(=O)COc1ccc(Cl)cc1)C(=O)N1CCC2(CC1)NCCc1[nH]cnc12	i	/
Cn1cc(C(=O)NC2CCCCC2)c(=O)c2cc(S(=O)(=O)N3CCOCC3)ccc21	i	9
CCOC(=O)c1c(NC(=O)COC(=O)Cc2c[nH]c3ccccc23)sc(C(=O)N(C)C)c1C	i	/

Next part
Compound	S3 lipid droplet	S3 lipid droplet cell count max
CCN(CC)S(=O)(=O)c1cccc(C(=O)N/N=C/c2ccc(OC)c(O)c2)c1	?	/
O=C(ONC1=NCCCCC1)c1c(F)cccc1F	?	/
COC(=O)Cc1cn(-c2ncc(C(F)(F)F)cc2Cl)c2ccccc12	3%	/
NC1=NC[C@@H](Cc2ccc(O)cc2)N1CCc1cccc(F)c1	18%	/
O=C(Nc1ccc(F)cc1)Nc1cc(OCC(F)(F)F)cc(OCC(F)(F)F)c1	?	/
CC1CCc2nn(CC(=O)Nc3c(F)cc(F)cc3Br)cc2C1 (stereo not given)	?	/
Cc1ccccc1NC(=O)CSc1nc2scc(C)c2c(=O)[nH]1	i	17
COc1cccc(-c2cc(N)nn2C(=O)Nc2ccc(Cl)cc2)c1	i	18

More entries follow:
Compound	S3 lipid droplet	S3 lipid droplet cell count max
COc1ccccc1OCCNC(=O)c1ccc(Br)cc1	8%	-5
CN1CCN(C2=C(Cl)C(=O)N(Cc3ccccc3)C2=O)CC1	?	/
CCn1nc(C)cc1C(=O)N1CCCC(N2CCN(c3cccc(Cl)c3)CC2)C1 (stereo not given)	?	/
O=C(Nc1cccs1)Nc1ccccc1Cl	?	/
COc1ccc(/C=C/c2nc(S(=O)(=O)c3ccccc3)c(NCCCN(C)C)o2)cc1OC	?	/
OC1(c2ccc(Cl)cc2)CCN(Cc2cn[nH]c2-c2ccc(F)cc2)CC1	-1%	-3
CCOC(=O)COC(=O)c1ccc(Oc2cc(C)nc(SC)n2)cc1	0%	19
Nc1[nH]n(-c2ccccc2)c(=O)c1N=Nc1ccc2ncsc2c1	?	/

(cont.)
Compound	S3 lipid droplet	S3 lipid droplet cell count max
CCC1CCCCN1c1nc2c(C=O)c(C)nn2c2ccccc12 (stereo not given)	?	/
CN1CCN(c2ccc(NC(=O)c3ccc([N+](=O)[O-])o3)cc2Cl)CC1	?	/
COc1ccccc1CNC(=O)CN1c2cccc3cccc(c23)S1(=O)=O	6%	18
Cc1ccc(S(=O)(=O)NCc2cn3c(C)csc3n2)cc1	?	/
Cc1cc(C)n2ncc(C(=O)Nc3ccc(Cl)c(Cl)c3)c2n1	10%	/
Cc1ccc(NC(=O)n2ncc3c(C)cccc32)c(C)c1	?	/
O=C(COC(=O)c1ccncc1)NC(=O)C1CCCCC1	0%	/
Cc1onc(-c2c(Cl)cccc2Cl)c1NC(=O)N(C)N	5%	/

The list goes on.
Compound	S3 lipid droplet	S3 lipid droplet cell count max
CC1(c2ccccn2)Nc2ccccc2-c2nc3ccccc3n21 (stereo not given)	?	/
Nc1nc(-c2ccc(Oc3ccccc3)cc2)c(CC(=O)O)s1	?	/
COCC1CCCN(Cc2cn[nH]c2-c2cc3ccccc3o2)C1 (stereo not given)	18%	1
C/C(=N/NC(=O)c1ccc(C)s1)c1ccncc1	?	/
COc1ccc(C=C(c2nc3ccccc3s2)c2nc3ccccc3s2)cc1O	?	/
CS/C(=N\S(=O)(=O)c1ccccc1)c1ccccc1	?	/
COc1ccc(-n2c(Cc3cccn3C)nnc2SCC(=O)NCC2CCCO2)cc1 (stereo not given)	?	/
CC(=O)N(C)/C=C1\Sc2ccccc2C1=O	?	/

Other results follow.
Compound	S3 lipid droplet	S3 lipid droplet cell count max
CC1CCCCN1C(=O)Cn1c(=O)oc2cc(S(=O)(=O)N3CCCC3)ccc21 (stereo not given)	?	/
CN(C)c1nc(C(N)=O)nc(N2CCOCC2)n1	?	/
O=C(OC1CCCCC1=O)c1cc(=O)c2ccccc2o1 (stereo not given)	i	-18
CN(CCO)c1ccc(-c2n[nH]c(=O)c3ccccc23)cc1[N+](=O)[O-]	?	/
CC(=O)C1=C(O)CC(c2ccccc2)CC1=NCCc1c(C)[nH]c2ccc(C)cc12 (stereo not given)	?	/
COc1ccc(N(CC(=O)Nc2ccc(S(=O)(=O)N3CCOCC3)cc2)S(=O)(=O)c2ccc(F)cc2)cc1	?	/
COc1ccccc1CN(Cc1cccnc1)S(=O)(=O)c1ccc(-n2cnnn2)c(OC)c1	?	/
C=CCNC(=O)CCNS(=O)(=O)c1ccc(Br)cc1	?	/

Next part.
Compound	S3 lipid droplet	S3 lipid droplet cell count max
Cc1ccc(S(=O)(=O)Nc2c(C)nc3nc(C)[nH]n3c2=O)cc1	?	/
CC(=O)N1CCN(Cc2nc3cc(NC(=O)COc4cccc(C)c4)ccc3n2C)CC1	?	/
COc1ccc(N(C(=O)c2csnn2)C(C(=O)NC2CCCC2)c2cccs2)cc1 (stereo not given)	?	/
CN1CCN(C(=O)c2ccccc2NC(=O)C(C)(C)C)CC1	8%	7
CCc1ccc(NS(=O)(=O)c2ccc(OC)c(C)c2)cc1	?	/
Cc1ccc2c(c1)c(Sc1ccccc1)c(CC(=O)O)n2C	?	/
NS(=O)(=O)c1ccc(N=Cc2c(O)c3ccccc3oc2=O)cc1	?	/
Cn1cc([N+](=O)[O-])c(C(=O)N/N=C/c2ccc([N+](=O)[O-])cc2)n1	-1%	-1

Next section:
Compound	S3 lipid droplet	S3 lipid droplet cell count max
CC(C)(C)N=C1C([N+](=O)[O-])=CC=C2C1=NC1(CCCCC1)N2O	?	/
COc1ccc(C(=O)Nc2nnc(SCC(=O)NCc3ccco3)s2)cc1OC	-14%	/
O=[N+]([O-])c1cc([N+](=O)[O-])c(Oc2c(F)cccc2F)cc1NN1CCCCC1	?	/
Cc1cc(C)c(C#N)c(SCCS(=O)(=O)Cc2ccccc2)n1	i	/
COc1ccc2nc(SCc3cccnc3)c(C#N)cc2c1	?	/
Cc1sc2ncn(CC(=O)N3CCC(C(N)=O)CC3)c(=O)c2c1S(=O)(=O)N1CC(C)CC(C)C1 (stereo not given)	?	/
NC(=O)c1sc2nc(-c3ccccc3)ccc2c1N	i	11
O=C(CSc1ccccc1C(=O)O)c1ccc([N+](=O)[O-])cc1	?	/
CC(NC(=O)c1ccccc1Cl)C(=O)N1CCN(Cc2ccc3c(c2)OCO3)CC1 (stereo not given)	?	/
CCc1ccc(N(CC(=O)NCc2ccc(OC)cc2)C(=O)CCC(=O)Nc2ccccn2)cc1	?	/
CC1(C)OC(=O)C=C[C@]2(C)[C@H]3CC[C@@]4(C)[C@H](C(=O)O)OC(=O)[C@H]5O[C@]54[C@]3(C)C(=O)C[C@@H]12	?	/
